ER stress surv = ER stress cell death inhibition; CSM14.1 thapsigargin ER stress survival, ATP luminescence; relative survival (cellular ATP), % at 15 µg/mL (by protocol); hit rate 0.33% among 48,000; AID 1010;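 active = survival measured by cellular ATP above 50% at 15 µg/ml in the first screen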;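 also: cell death triggered by about 15 µM thapsigargin; ATP read 24 h after thapsigargin was added; plate controls were thapsigargin with DMSO for no effect and DMSO without thapsigargin for full effect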
* hit, by the source's call. Only part of the results is shown; the hit share may differ from the screen's.

SMILES | ER stress surv
CCOc1cc(/C=N/n2cnnc2)cc(Cl)c1OCCOc1cc(C)ccc1C(C)C | 1
O=C(c1ccccc1)N1CCN(Cc2c[nH]c3ccccc23)CC1 | -6
COc1cc(/C=N/Nc2nc(N3CCCCC3)nc(N3CCCCC3)n2)cc(Cl)c1O | 3
Cc1occc1C(=O)Nc1ccc2c(c1)OCO2 | -2
CCOc1ccc(C=NCC2(c3ccccc3)CCCC2)cc1OC | 0
Cc1ccc(C)c(OCC(O)CN2CCCC(C)C2)c1 (stereo unspecified) | -7
O=C1OC(c2ccc(Cl)cc2)=C/C1=C\c1ccc(-c2ccccc2C(=O)O)o1 | -1
Cc1occc1C(=O)N/N=C/c1ccc(-c2cccc([N+](=O)[O-])c2)o1 | 3
Cn1c(=O)c([N+](=O)[O-])c(N2CCN(C(c3ccccc3)c3ccccc3)CC2)c2ccccc21 | 14
COc1ccc(/C=C/C(=O)O)cc1S(=O)(=O)N1CCCCCC1 | -4
CC1CCCN(C(=O)Cc2ccc(Cl)cc2)C1 (stereo unspecified) | -2
Cn1ncc([N+](=O)[O-])c1/C=C/N1CCOCC1 | -14
C/C(=N/Nc1ccc([N+](=O)[O-])cc1)c1ccc2c(c1)C1C=CCC1C(c1cccc([N+](=O)[O-])c1)N2 (stereo unspecified) | -3
COc1cc(/C=N/N2CCN(Cc3cccc4ccccc34)CC2)cc(Br)c1O | -7
O=C(c1ccccc1Br)N1N=C(c2ccccc2)CC1(O)C(F)(F)F (stereo unspecified) | 25
COc1ccc(/C(O)=C2\C(=O)C(=O)N(CCc3ccccc3)C2c2cccc(F)c2)cc1 (stereo unspecified) | 4
Cc1cc(S(=O)(=O)c2ccc(Cl)cc2)c(C)c(S(=O)(=O)N2CCOCC2)c1 | 1
COc1ccc(C2=C/C(=C/c3cccs3)C(=O)O2)cc1 | -4
Cc1c(Cl)cccc1NC(=O)/C(C#N)=C/c1cccc(O)c1 | 9
CCCOc1cccc(C(=O)Nc2cccc(NC(=O)c3cccc(Cl)c3)c2)c1 | -1
Cc1ccccc1OCC(=O)Nc1ccc(O)c(-c2nc3ccccc3o2)c1 | -2
O=C1CSC(=S)N1/N=C/c1ccc(OCCOc2ccc(Br)cc2)cc1 | 0
COc1ccc(Cl)cc1N=Cc1ccc(OC2CSC2)cc1 | 9
O=C(c1cccs1)N1CCN(Cc2ccccc2)CC1 | 2
Nn1cnc2c(c1=O)C1(CCCC1)Cc1ccccc1-2 | 10
CC(C)NC(=O)c1ccc(CN2CCC(Cc3ccccc3)CC2)cc1 | 1
CC1(C)CC(=O)C2=C(C1)OC(c1ccccc1)=CC2c1ccccc1 (stereo unspecified) | 4
O=C(Nc1ccccc1C(F)(F)F)c1ccc2ccccc2c1 | 2
CCOc1ccccc1C(=O)Nc1cccc(C(C)=O)c1 | 4
O=C(N/N=C\c1ccccc1O)c1cncc(Br)c1 | -5
CC(CNC(=O)c1ccc(F)cc1)CN(C)C (stereo unspecified) | 13
COc1ccc(OCC(=O)Nc2ccc3c(c2)OCO3)cc1 | -1
COC(=O)CN(c1ccccc1C)S(=O)(=O)c1ccc(C)cc1 | -3
COc1cccc(NC(=O)c2cc([N+](=O)[O-])ccc2Cl)c1 | 12
CCOc1ccc(C(O)c2nccn2CC)cc1 (stereo unspecified) | 7
CC(C)CCn1c(Cc2ccccc2)nc2ccccc21 | 9
CC(=O)Nc1ccc(NC(=S)NC(=O)c2ccco2)cc1 | 0
COc1ccccc1/C=C/C(=O)c1c(-c2ccccc2Cl)c2cc(Br)ccc2[nH]c1=O | -6
O=C(/C=C/c1cccc(C(F)(F)F)c1)Nc1cccc(Cl)c1 | 5
COc1cccc(C(=O)NNC(=O)CCCOc2ccc(Cl)cc2Cl)c1 | 6
Cc1ccc2nc(/C(C#N)=C\c3ccc(Br)cc3)[nH]c2c1 | 2
CSc1ccc(S(=O)(=O)NCCSc2ccccn2)cc1 | 0
NC1=NC(=O)C(Cc2ccccc2)S1 (stereo unspecified) | 8
CCc1c(C)nc2c(Cl)cccc2c1SCC(=O)O | 0
O=C(COc1ccc(C2CCCCC2)cc1)Nc1cc(C(=O)O)cc(C(=O)O)c1 | 5
CC1(C)Cc2c(sc3nc(SCc4ccccc4)n(CCc4ccccc4)c(=O)c23)CO1 | 3
COc1cc(C=O)ccc1Oc1ccc([N+](=O)[O-])cn1 | -4
COc1ccc2ccccc2c1C=Nc1ccc(C)c(I)c1 | 4
O=C(NCCOc1ccccc1F)c1ccccc1SCc1ccc(F)cc1 | 2
C(=N\N1CCN(c2ccccn2)CC1)/c1ccc2c(c1)OCO2 | 7
O=C1c2ccccc2C(=O)c2c1nc1n2CCOC1 | 11
CC1=C(C(=O)OCCc2ccccc2)C(c2ccc3c(c2)OCO3)C2=C(CC(C)(C)CC2=O)N1 (stereo unspecified) | 2
C/C(=N\Nc1cc(-c2ccccc2)nc(C)n1)c1cccc(N)c1 | -25
O=C(N/N=C/c1ccccc1[N+](=O)[O-])C(=O)Nc1cccc2ccccc12 | 15
CCOC(=O)CSc1nc2sc3c(c2c(=O)n1-c1ccc(OC)cc1)CCc1ccccc1-3 | 19
CC1CC(Nc2ccccc2)c2ccccc2N1C(=O)c1ccccc1 (stereo unspecified) | 0
COc1ccccc1NC(=O)C1=C(C)NC(=S)NC1c1ccccc1F (stereo unspecified) | 1
Nc1ccc(Br)c(NC(=O)c2ccccc2)c1 | 0
O=C(Nc1ccccc1-c1nc2ccccc2[nH]1)c1ccc(Cl)cc1Cl | 9
COc1ccc(OC)c(C2NC(=S)NC(C)=C2C(=O)Nc2ccc(C)cc2)c1 (stereo unspecified) | 9

The results go on:
SMILES | ER stress surv
COc1cc(C2OCC3(CCC4(COC(c5ccc(O)c(OC)c5)OC4)C3=O)CO2)ccc1O (stereo unspecified) | 13
CCOc1ccccc1N(CC(=O)Nc1ccccc1CC)S(=O)(=O)c1ccccc1 | 4
Cc1ccc(-c2nc3ncccc3o2)cc1NC(=O)c1cccc2c(Br)cccc12 | 8
Nn1c(Nc2ccccc2)nc2ccccc2c1=O | 0
Cn1c(=O)c2c(nc(SCC(=O)O)n2C)n(C)c1=O | 2
O=S(=O)(Nc1ccc(Cl)cc1Cl)c1ccc2ccccc2c1 | 8
COC(=O)c1cc(NC(=O)C(Sc2ccccc2)c2ccccc2)cc(C(=O)OC)c1 (stereo unspecified) | 4
N#C/C(=C\c1ccco1)C(=O)Nc1ccc(F)cc1 | 4
O=C(NC(NC(=S)Nc1ccccc1[N+](=O)[O-])C(Cl)(Cl)Cl)c1ccco1 (stereo unspecified) | 6
COc1cc(-c2ncnn2-c2ccc(F)c([N+](=O)[O-])c2)ccc1OCc1ccccc1 | -7
O=C(O)c1ccccc1SCCSc1ccccc1C(=O)O | 11
COc1ccc(-c2cc(C(=O)NCc3ccccc3)c3ccccc3n2)cc1 | 11
O=C(CSc1nc2ccccc2c(=O)n1Cc1ccccc1)c1ccc(Cl)cc1 | 6
CCN1C(=O)/C(=C\c2cccc(OC)c2OC)SC1=S | 9
Cc1ccc(C(=O)NC(=S)Nc2c[nH]c(=O)[nH]c2=O)cc1 | 5

2 of the compounds above, field by field:
CCOc1ccccc1N(CC(=O)Nc1ccccc1CC)S(=O)(=O)c1ccccc1
  ER stress surv = 4
O=S(=O)(Nc1ccc(Cl)cc1Cl)c1ccc2ccccc2c1
  ER stress surv = 8

New compounds follow
SMILES | ER stress surv
O=C(O)CSCc1cccc(Br)c1 | 0
O=C1c2ccc(Oc3cccc([N+](=O)[O-])c3)cc2C(=O)N1c1ccc(Cl)cn1 | 11
CC(=O)Nc1ccc(S(=O)(=O)NCCSc2ccccn2)cc1 | 6
Clc1ccc(C=NN2CCN(Cc3ccccc3Cl)CC2)c(Cl)c1 | 11
CC(=O)N1CCN(c2ccc([N+](=O)[O-])c(N)c2)CC1 | 17
CN1C(=O)/C(=C2/SC(=O)N(c3cccc(Cl)c3)C2=S)c2ccccc21 | 10
COc1ccc(OC)c(NC(=O)c2cc3cc(Br)ccc3oc2=O)c1 | -6
COC(=O)c1ccc(NC(=S)NC(=O)/C=C/c2ccc(Br)cc2)cc1 | 1
COc1ccc(NC(=O)COc2ccc(Br)cc2)cc1 | 3
O=c1cc(NC2CCCCC2)c2ccccc2n1-c1ccccc1 | 8
Cc1ccc(O)c(C=Nc2cccc3nsnc23)c1 | 0
COc1ccc(COC(=O)C2=C(C)NC(=O)NC2c2ccccc2F)cc1 (stereo unspecified) | 3
CC(=O)NC(Oc1ccc(C=Nc2c(C)n(C)n(-c3ccccc3)c2=O)cc1)C(Cl)(Cl)Cl (stereo unspecified) | 10
O=C(NCCCn1ccnc1)c1cnn2c1NC(c1cccs1)CC2C(F)(F)F (stereo unspecified) | -2
CCOc1ccccc1NC(=O)C(=O)NCc1ccccn1 | -1
O=C(COc1ccccc1)Nc1ccc(Cl)cn1 | 0
c1ccc2c(OCCCN3CCOCC3)cccc2c1 | -9
CC(C)(CO)N=Cc1ccc(Cl)cc1 | 3
Cc1ccc(N(CC(=O)NCC(C)C)S(=O)(=O)c2ccc(F)cc2)cc1 | 10
CC1=NN(C(=O)c2ccccc2)C(O)(c2ccccc2)C1 (stereo unspecified) | -8
CCN(C(=O)N1CCOCC1)c1ccccc1 | 8
O=C1NC(=O)N(c2ccccc2)C(=O)/C1=C\c1ccc(-c2cccc([N+](=O)[O-])c2)o1 | -6
O=C(Nc1ccccc1I)C1CC(=O)N(c2ccc(Cl)cc2)C1 (stereo unspecified) | -2
COc1ccccc1NC(=O)c1ccccc1NC(=O)c1ccc(C)cc1 | 4
CCC(=O)Oc1ccc2c(C)cc(=O)oc2c1I | -4
Cc1ccc(Cl)cc1NC(=O)CSc1nnc(N)s1 | 8
COc1ccc(N=Cc2cccnc2)cc1 | -8
O=C(c1cccnc1)N1CCN(C(=O)c2ccccc2F)CC1 | 4
C/C(=N/N=C1\NC(=O)C(C)S1)c1ccc(Cl)cc1 (stereo unspecified) | 13
Cc1ccc(/C=N\NC(=O)c2ccc(O)cc2)cc1 | -19

The last two records of the part before open the next one.
SMILES | ER stress surv
C/C(=N/N=C1\NC(=O)C(C)S1)c1ccc(Cl)cc1 (stereo unspecified) | 13
Cc1ccc(/C=N\NC(=O)c2ccc(O)cc2)cc1 | -19
Cn1c(NN)nc2c(c1=O)C(C)(C)Cc1ccccc1-2 | 8
Cc1cc(C(=O)Nc2ccccc2C(=O)O)c(C)o1 | 2
CCOc1cccc(N2C(=O)/C(=C/c3cc(Cl)c(O)c(OC)c3)C(=O)NC2=S)c1 | 0
CCOc1ccc(N(CC(=O)Nc2ccc3c(c2)OCO3)S(C)(=O)=O)cc1 | 3
O=C(Nc1nccs1)c1sc2ccccc2c1Cl | -7
O=C(O)CCCCCN1C(=O)C(O)=C(C(=O)/C=C/c2ccccc2)C1c1ccccc1Cl (stereo unspecified) | 5
CC(=O)c1cccc(NC(=O)CCCOc2ccccc2)c1 | 7
Cc1ccc(N(CC(=O)NCCSc2ccccn2)S(=O)(=O)c2ccc(F)cc2)cc1 | 8
Cc1cc(NCCCCO)n2c(nc3ccccc32)c1C#N | 1
COc1ccc(C(=O)/C=C\NCC(=O)c2ccccc2)c(OC)c1 | 16
COc1ccc(/C=C/C(=O)Nc2ccc(Cl)c3c2C(=O)c2ccccc2C3=O)cc1 | 1
Cc1nn(CC(=O)N2CCCCC2)c(=O)c2ccccc12 | 9
CC1CC(Nc2ccccc2)c2ccccc2N1C(=O)NC1CCCCC1 (stereo unspecified) | 28
O=C(O)c1cccc(N/C(=N\S(=O)(=O)c2ccccc2)c2ccccc2)c1 | 10
COc1cccc(N(CC(=O)Nc2ccccc2)S(=O)(=O)c2ccccc2)c1 | 3
NC(=O)c1sc2cc(F)ccc2c1Cl | 14
Cc1cc(C)cc(CC(C(=O)Nc2ccc(I)cc2)C(C)C(=O)O)c1 (stereo unspecified) | 5
Cc1ccc(N2C(=O)CN=C2Nc2nc(C)cc(C)n2)c(C)c1 | 3
COC(=O)C(=C/C=C/N(C1CCCCC1)C1CCCCC1)C(=O)OC | -1
CC1(C)CC(=O)C(CC(=O)Nc2cccc3ccccc23)=C(O)C1 | 1
COCCNC(=O)C(=O)Nc1ccccc1OC | 4
O=C(COc1ccc(Cl)cc1)NCc1ccccn1 | 2
Cc1ccn2c(-c3csc(Nc4cccc(O)c4)n3)c(C)nc2c1 | 40
O=C(c1cccs1)N1CCN(Cc2cccc(F)c2)CC1 | -1
COc1ccc(C2=N/C(=C/c3ccccc3F)C(=O)N2c2ccccc2)cc1 | 8
NC(=O)NC(c1ccccc1)c1ccc(I)cc1 (stereo unspecified) | -1
CCOC1C(OCC)N(S(C)(=O)=O)CCN1S(C)(=O)=O (stereo unspecified) | 11
CCOC(=O)c1c(NC(=O)c2ccc(S(=O)(=O)N3CCOCC3)cc2)sc(C)c1C | 1
O=C1c2ccccc2/C(=N/N=C/c2ccccc2)C1C(=O)C(c1ccccc1)c1ccccc1 (stereo unspecified) | 3
O=C(NC(Cc1ccc([N+](=O)[O-])cc1)C(=O)NCc1ccco1)OCc1ccccc1 (stereo unspecified) | 7
O=C(O)/C=C/c1ccc(-c2ccccc2Cl)o1 | -3

Molecules shown so far that contain a cyano group, in the order listed:
SMILES | ER stress surv
Cc1c(Cl)cccc1NC(=O)/C(C#N)=C/c1cccc(O)c1 | 9
Cc1ccc2nc(/C(C#N)=C\c3ccc(Br)cc3)[nH]c2c1 | 2
N#C/C(=C\c1ccco1)C(=O)Nc1ccc(F)cc1 | 4
Cc1cc(NCCCCO)n2c(nc3ccccc32)c1C#N | 1

Screening results from PubChem.
